Screens deposited in PubChem BioAssay by NCI.
Growth percent in the NCI-60 one-dose screen (48 h, 10 µM unless noted): 100 = growth as untreated, 0 = no growth, -100 = all killed.
A549/ATCC: A549/ATCC NSCLC; 81,000 tested, 3.7% active
UACC-257: UACC-257 melanoma; 78,000 tested, 4.4% active; AID 1794764
UACC-62: UACC-62 melanoma; AID 1794756; 81,000 tested, 5.4% active
SK-MEL-2: SK-MEL-2 melanoma; 77,000 tested, 4.7% active; AID 1794763
SK-MEL-28: SK-MEL-28 melanoma; 81,000 tested, 4.1% active; AID 1794761
SK-MEL-5: SK-MEL-5 melanoma. AID 1794755. 80,000 tested, 6.4% active
M14: M14 melanoma | 80,000 tested, 6.2% active | AID 1794745
MDA-MB-435: MDA-MB-435 melanoma; 82,000 tested, 7.8% active; AID 1794794
The depositor's hits bear a star; nt = not tested or not shown; & = joins results of further samples. The calls were made as follows: active = growth percent below 10; inactive = the rest.

SMILES	A549/ATCC	UACC-257	UACC-62	SK-MEL-2	SK-MEL-28	SK-MEL-5	M14	MDA-MB-435
O=S(=O)(O)c1ccccc1N=Nc1c(S(=O)(=O)O)cc2cc(S(=O)(=O)O)c(N=Nc3ccccc3S(=O)(=O)O)c(O)c2c1O	93	107	99	126	113	106	105	104
COc1cc2c3c(c4c5ccccc5[nH]c4c2c(OC)c1OC)C(=O)N(CCN1CCCCC1)C3=O	-63*	42	48	49	52	32	12	34
O=c1nc2n(nc1/C=C/c1ccco1)CC(c1ccc(Cl)cc1)=NN2	104	104	98	30	120	100	104	110
C(CSC1=NCCN1)CSC1=NCCN1	113	94	88	107	116	98	102	104
Cc1cc(NC(=O)c2ccccc2)nc(C)n1	107	109	89	111	111	96	nt	118
CCN(CC)CCCC(C)Nc1ccnc2cc(Cl)ccc12 (stereo not given)	nt	108	115	110	107	105	87	91
COc1cc2nc(-c3ccc(Cl)cc3)cc(OCCN3CCOCC3)c2cc1OC	100	105	93	97	94	96	102	99
Cc1ccccc1NC(=O)Oc1c(Cl)c(Cl)c(Cl)c(Cl)c1Cl	70	73	105	83	108	95	86	108
Cc1ccc2c(c1)=N/C(=N/c1[nH]c(O)c3ccccc13)N=2	76	56	76	66	80	68	61	89
O=c1[nH]cc(Cl)cc1O	75	92	41	89	105	87	87	76
O=C(CCCCCCN1CC(=O)N2[C@@H](c3ccc(Cl)c(F)c3)c3[nH]c4ccccc4c3C[C@H]2C1=O)NO	104	82	49	104	86	86	82	83
Nc1cccc(-c2nc3sccn3c2-c2ccnc(NCCCNS(=O)(=O)c3ccc(C(F)(F)F)cc3)n2)c1	13	19	-33*	-22*	11	-90*	9.8*	-15*
COc1ccc(C2CC(c3cc4ccccc4oc3=O)=NN2c2ccc(S(N)(=O)=O)cc2)cc1 (stereo not given)	95	97	90	90	113	95	93	103
C[C@]1(CO)C[C@@H](O)C[C@]2(C)[C@@H]1CC[C@@]13C[C@@H]4[C@@H](C[C@H]12)[C@]4(C)C3	102	106	94	102	103	99	95	100
COc1ccc([C@H]2c3[nH]c4ccccc4c3C[C@H]3C(=O)N(CCCCCCC(=O)NO)CC(=O)N23)cc1	60	28	9.8*	31	4.8*	12	22	25
C#CCOC(=O)/C=C/c1cn(-c2ccccc2)nc1-c1ccc(Cl)cc1	86	94	81	94	108	94	102	100
Nc1ncnc2[nH]c(=S)[nH]c12	107	108	111	94	117	101	99	114
CC(=O)Nc1ccc(-n2cnc3cc(-c4ccc(O)cc4)ccc32)c(F)c1	61	77	55	91	53	50	66	58
COc1cc(/C=C/C(=O)c2c(C)nc3ccccc3c2C)ccc1OCCCN1CCN(C(=O)c2ccco2)CC1	79	62	66	59	-29*	33	94	62
Cc1ccsc1/C=N/NC(N)=S	98	88	100	95	115	84	104	98
C=CCN1C(=O)C2C3C=CC(C3)C2C1=O (stereo not given)	103	121	104	116	108	122	111	110
N[C@@H]1CCC[C@H]1NCCCCN1C(=O)c2cccc3cccc(c23)C1=O	67	100	96	nt	90	93	64	83
COc1ccccc1-n1c(-c2cc3ccccc3nc2Cl)noc1=O	80	97	55	94	97	69	89	65
CCN(c1ccc(OC)cc1)c1nc(-c2ccc([N+](=O)[O-])cc2)cs1	89	99	69	107	108	102	94	97
CCN(CC)CCOc1ccc(Nc2ncc3cc(-c4ccc(O)c(C#N)c4)c(=O)n(C)c3n2)cc1	95	101	92	105	80	44	70	30
c1ccc(-c2cc(=[N+]3CCOCC3)c3ccccc3o2)cc1	98	107	95	119	109	100	110	101
NC(=O)c1cccc(N2Cc3ccccc3OC3=C2C(=O)c2c(O)ccc(O)c2C3=O)c1	25	nt	-86*	-39*	-86*	-7.1*	-81*	-27*
COc1cc(O)cc(C)c1C(=O)O[C@@H]1[C@@H](CO)OC(n2ccc(=O)n(C)c2=O)[C@@H]1OC(C)=O (stereo not given in full)	83	nt	96	90	102	105	94	102
CNC(=O)c1cc(-c2ccc(NC(=O)Nc3ccc(Cl)c(Cl)c3)cc2)nc2cccnc12	95	106	98	104	99	99	109	104
CN(C)c1ccc(/C=C2\Cc3ccccc3C2=O)cc1	76	77	91	97	110	92	97	74

Laid out differently: entries from further up
canonical_smiles: N[C@@H]1CCC[C@H]1NCCCCN1C(=O)c2cccc3cccc(c23)C1=O
  A549/ATCC = 67
  UACC-257 = 100
  UACC-62 = 96
  SK-MEL-2 = nt
  SK-MEL-28 = 90
  SK-MEL-5 = 93
  M14 = 64
  MDA-MB-435 = 83
canonical_smiles: COc1cc(O)cc(C)c1C(=O)O[C@@H]1[C@@H](CO)OC(n2ccc(=O)n(C)c2=O)[C@@H]1OC(C)=O (stereo not given in full)
  A549/ATCC = 83
  UACC-257 = nt
  UACC-62 = 96
  SK-MEL-2 = 90
  SK-MEL-28 = 102
  SK-MEL-5 = 105
  M14 = 94
  MDA-MB-435 = 102

Part of the list above in order of number of heavy atoms, smallest number first:
SMILES	A549/ATCC	UACC-257	UACC-62	SK-MEL-2	SK-MEL-28	SK-MEL-5	M14	MDA-MB-435
CN(C)c1ccc(/C=C2\Cc3ccccc3C2=O)cc1	76	77	91	97	110	92	97	74
CCN(c1ccc(OC)cc1)c1nc(-c2ccc([N+](=O)[O-])cc2)cs1	89	99	69	107	108	102	94	97
COc1cc(O)cc(C)c1C(=O)O[C@@H]1[C@@H](CO)OC(n2ccc(=O)n(C)c2=O)[C@@H]1OC(C)=O (stereo not given in full)	83	nt	96	90	102	105	94	102
COc1cc(/C=C/C(=O)c2c(C)nc3ccccc3c2C)ccc1OCCCN1CCN(C(=O)c2ccco2)CC1	79	62	66	59	-29*	33	94	62

An excerpt from above, reduced to M14.
molecule	M14
CCN(CC)CCOc1ccc(Nc2ncc3cc(-c4ccc(O)c(C#N)c4)c(=O)n(C)c3n2)cc1	70
c1ccc(-c2cc(=[N+]3CCOCC3)c3ccccc3o2)cc1	110

Remaining list, next part:
SMILES	A549/ATCC	UACC-257	UACC-62	SK-MEL-2	SK-MEL-28	SK-MEL-5	M14	MDA-MB-435
COC(=O)Oc1ccc(Cl)cc1Cl	91	92	110	107	119	98	104	102
COc1cc(Cl)cc(-c2nn(C(=O)NCCN(C)C)cc2-c2ccncc2)c1	72	101	71	91	97	94	108	100
Cc1cccc(Nc2cc(N)nc(N)n2)c1	94	98	98	103	102	101	106	101
COc1ccc(/C(=C\c2cc(OC)c(OC)c(OC)c2)C(=O)N2CCN(c3ccccc3)CC2)cc1O	90	93	88	nt	105	97	105	98
CCC1(C)OC(=O)NC1=O (stereo not given)	79	91	103	106	108	98	97	112
ClNc1nc(NCl)nc(NCl)n1	101	100	107	113	106	104	111	106
CCOC(=O)c1csc(NC(=O)COc2cccc(/C=C3\Oc4cc(OC)ccc4C3=O)c2)n1	94	92	79	84	119	99	111	91
CCOc1ccc(NC(=O)c2ccoc2COc2ccccc2)cc1	103	106	80	106	101	99	104	103
NS(=O)(=O)c1ccc(CCNC(=O)CSc2ccc(-c3ccc(Cl)cc3)nn2)cc1	76	41	72	56	84	33	82	70
O=C(CSc1nnc2n1S(=O)(=O)c1ccccc1N2c1ccccc1)Nc1nc2ccc([N+](=O)[O-])cc2s1	95	119	79	96	105	98	101	112
N#CCC1CCCC1	101	100	99	120	98	104	105	91
NS(=O)(=O)c1ccc(N2N=C(c3ccc(NC(=S)Nc4ccccc4)cc3)CC2c2ccc(Cl)cc2)cc1 (stereo not given)	64	99	64	69	70	56	50	66
CSc1ccc(OCc2nc3ccccc3n2-c2cccc(NS(C)(=O)=O)c2)cc1	87&104	107&116	100&86	107&104	99&119	104&98	82&119	98&105
C=CC(C)(C)[N+](C)(C)C	96	99	105	nt	110	102	100	108
COc1ccc(C(O)c2cc3c(N)c(C(=O)Nc4cccc(Cl)c4)sc3nc2C)cc1 (stereo not given)	21	47	28	54	66	-17*	21	0.9*
CCCCC[n+]1ccc(SCC(=O)N(C)c2ccc(Br)cc2)c2ccccc21	95	105	100	107	112	100	98	97
O=C(O)c1ccccc1C(=O)Nc1ccccc1C(F)(F)F	104	98	94	90	102	100	103	93
Cc1cc(C)n([C@H]2CC(=O)O[C@@H]2COC(=O)c2ccccc2)n1	104	106	104	106	117	99	106	108
CCCCOc1nc2c(C)cccc2cc1/C=C/c1cc(/C=C/c2cc3cccc(C)c3nc2OCCCC)[nH]n1	99	98	94	100	112	110	98	107
C=CCn1c(O)c(N=Nc2nc(-c3cc4ccccc4oc3=O)cs2)c2ccccc21	25	101	53	64	50	33	71	98
CC(C)(C)C(=O)CC(c1ccccc1)c1ccccc1	nt	nt	98	108	109	98	103	104
N#CN=CN1CC=C(c2ccc(Cl)cc2)CC1	91	95	104	111	103	103	108	97
O=C(N/N=C/c1coc2ccccc2c1=O)c1cc2oc(-c3ccccc3)cc2[nH]1	105	118	95	75	92	84	nt	100
Nc1ncnc2c1c(-c1ccc(Oc3ccccc3)cc1)nn2CC1SSCC1O (stereo not given)	42	47	-76*	57	2.2*	-43*	-74*	-0.2*
O=C(O)c1c[nH]c2cc(Cl)ccc2c1=O	115	nt	83	113	106	95	91	102
C=CCn1c(SCC(=O)Nc2ccc(C(=O)/C=C/c3ccc(Cl)cc3)cc2)nnc1-c1cc(-c2ccc(S(C)(=O)=O)cc2)nc2ccccc12	86	101	72	100	102	80	94	94
C=C(C)[C@@H]1CC[C@]2(C)[C@H](CCC34OC(=O)[C@@]5(CCC(C)(C)C[C@@H]35)CC[C@]42C)[C@@]1(C)CCC#N	100	98	85	108	100	100	100	104
CC(C)/C=C/CC[C@](C)(O)[C@H]1CC[C@]2(C)[C@@H]1CC[C@@H]1[C@@]3(C)C/C(=C/c4cc(C(F)(F)F)cc(C(F)(F)F)c4)C(=O)C(C)(C)[C@@H]3CC[C@]12C	91	100	87	123	103	102	93	100
NNc1nc2c(cnn2-c2ccccc2)c(=O)n1NC(=O)c1ccccc1	98	101	96	128	114	101	111	108
Fc1ccccc1Cc1ccccc1	94	96	98	108	101	98	112	99
Nc1ccc(S(=O)(=O)c2ccc(N)cn2)cc1	94	100	103	118	94	100	96	109
O=C(C[n+]1cccc(Br)c1)c1ccc(I)cc1	90	103	93	88	107	100	98	104
O=C(CSc1nc2ccc([N+](=O)[O-])cc2[nH]1)Nc1ccc(Br)cc1	44	38	21	42	55	26	50	46
CCOC(=O)CC1CSC(N/N=C/c2ccc(-n3cccn3)cc2)=N1 (stereo not given)	93	96	93	113	111	98	107	110
COc1ccc(C2CC(c3cccc(Nc4ccncc4)c3)=Nc3c(N)ncnc3N2)cc1 (stereo not given)	76	75	87	101	102	88	83	54
O=c1c2ccccc2nc(COc2ccccc2)n1/N=C/C=C/c1ccccc1	100	95	95	94	94	99	98	100
Nc1ccc(C(=O)O)cc1[N+](=O)[O-]	89	98	104	111	102	104	94	103
O=[N+]([O-])c1ccc(N/N=C(\Oc2ccccc2)c2ccc([N+](=O)[O-])cc2)cc1	94	102	87	94	108	74	101	86
O=C(C(=O)c1ccc(O)cc1O)c1ccc(O)cc1O	92	112	90	nt	105	91	97	94
O=C(Oc1ccc(Cl)cc1Cl)c1cccs1	77	74	96	90	113	105	107	114
COc1ccc(C2SCC(=O)N2NC(=O)c2ccc(C)nc2)cc1 (stereo not given)	97	101	110	105	124	118	104	96
C=C1C(=O)O[C@H]2[C@H]1CC/C(COC(=O)c1ccc(Br)cc1)=C\CC[C@@]1(C)O[C@@H]21	16	50	-52*	-24*	-27*	8.3*	-23*	-35*
CC(=O)Nc1cc(S(=O)(=O)O)cc2cc(S(=O)(=O)O)c(N=Nc3ccc(C(=O)Nc4ccc5cc(S(=O)(=O)O)ccc5c4)cc3)c(O)c12	69	88	87	110	96	88	96	113
Cc1ccc(Oc2nc3ccccc3cc2-c2nnc(Cn3c(COc4ccccc4)nc4ccccc43)o2)cc1	81	95	51	90	91	81	45	51
CCOP(=O)(OCC)c1nc(-c2ccccc2)oc1NCc1ccc(F)cc1	105	112	92	106	113	98	114	111
CC(C)[C@@H]1NC(=O)[C@]2(C)CSC(=N2)c2ccnc(c2)CNC(=O)C[C@@H](/C=C/CCS)OC1=O	-1.5*	-25*	-37*	-28*	17	-88*	8.5*	5.1*
S=C1Nc2ccccc2C1(C1=CNC2C=CC=CC12)C1=CNC2C=CC=CC12 (stereo not given)	102	101	95	107	109	99	96	101
Cn1c(N)nc(N)c(NC=O)c1=O	108	103	117	nt	109	121	100	99
OCC12CCCC(CO)(COC1)C2O (stereo not given)	101	100	107	117	107	100	98	nt
COc1cc(/C=N/NC(=O)CSc2nc3ccccc3c(=O)n2CCc2ccc(S(N)(=O)=O)cc2)ccc1O	nt	nt	90	79	108	75	95	103
C=CCn1c(SCC(=O)Nc2ccc(OC)cc2)nnc1-c1cc(-c2ccccc2)nc2ccccc12	107	109	93	109	102	94	102	99
CCCCC/C=C/C(=O)CCc1ccc(O)c(OC)c1	83	92	83	121	96	98	81	19
Cc1cc(C)c2c(Nc3ncnc4c3sc3nc(C)cc(C)c34)n[nH]c2n1	102	100	95	114	95	99	99	99
C=C(C)[C@@H]1CC[C@]2(COCCCNCCC#N)CC[C@]3(C)[C@H](CC[C@@H]4[C@@]5(C)CC[C@H](OCCC#N)C(C)(C)[C@@H]5CC[C@]43C)[C@@H]12	83	104	89	95	110	101	105	95
N=C(N)c1ccc(-c2ccc(-c3ccc(Cl)c(Cl)c3)s2)cc1	-52*	97	89	107	107	95	38	14
O=C(Nc1c(Cl)cccc1Cl)Oc1ccc(Cl)cc1	103	109	106	nt	106	103	101	116
O=C(O)COc1ccc(-c2ccc(Br)cc2)cc1	97	87	91	95	109	104	104	112
CC(C)(C)OC(=O)CN1CCc2c(sc3ncnc(N/N=C/c4cccc5ccccc45)c23)C1	44	39	6.6*	71	50	11	43	28
